LGR2 inh: inhibitors of bursicon-induced LGR2 CRE-luciferase signal, primary screen, cell-based, HEK293, CRE-luciferase reporter, bursicon stimulation | Drosophila bursicon receptor LGR2 (rickets) | bursicon-stimulated, 4 h | inhibition, % at 9.99 µM | 0.35% of 380,000 active | AID 720647, 2013;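 active means drop in luminescence signal, shown as inhibition above about 50% in the replicate tests, limit read from the data, passing the limit was not always enough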;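 further: agonist challenge used bursicon conditioned medium at about half maximal strength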
S100A4 inh HTS: inhibitors of S100A4-myosin IIA peptide binding, primary screen, biochemical, fluorescence polarization, TAMRA-MyoIIA peptide. Protein S100-A4 (Homo sapiens), P26447. inhibition, % at 10.7 µM. 0.14% of 360,000 active. AID 652163, 2013;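 active means mean inhibition of at least 70% across replicates, with every replicate also reaching that level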
Target sequence (P26447 whole entry, looked up): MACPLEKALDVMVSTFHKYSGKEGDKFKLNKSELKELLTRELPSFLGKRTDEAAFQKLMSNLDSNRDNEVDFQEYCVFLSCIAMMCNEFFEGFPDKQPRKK
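System – human S100A4 monomer protein, biochemical binding assay · Buffer or medium – Calcium-containing HEPES buffer, pH 7.2 · Timing – 5 min between mix addition and reading · Also added – TAMRA-labelled myosin IIA heavy-chain peptide probe, 5 nM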
C2C12 statin: suppressors of statin myotoxicity in C2C12 myotubes, primary screen, cell-based, single point, plate reader; 0.78% of 330,000 active; C2C12 myotubes + simvastatin, ATP luminescence, 48 h; scaled: DMSO 0, geranylgeraniol control 100; rescue of ATP level, % at 7.49 µM;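 active means mean ATP rescue above about 67%, or every replicate alone reaching that limit, limit read from the data, passing the limit was not always enough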;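 further: myotubes were challenged with 10 µM simvastatin during compound exposure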
SIRT5 block: SIRT5 desuccinylase inhibitors, primary screen, biochemical, fluorescence imaging, single point, set 5; Purified SirT5, succinyl-peptide AMC, trypsin-coupled fluorescence; inhibition, % at 15 µM; 1.1% of 330,000 active; AID 652115, 2013; in the data active means inhibition above about 15%
Target sequence (Q9NXA8 whole entry, looked up): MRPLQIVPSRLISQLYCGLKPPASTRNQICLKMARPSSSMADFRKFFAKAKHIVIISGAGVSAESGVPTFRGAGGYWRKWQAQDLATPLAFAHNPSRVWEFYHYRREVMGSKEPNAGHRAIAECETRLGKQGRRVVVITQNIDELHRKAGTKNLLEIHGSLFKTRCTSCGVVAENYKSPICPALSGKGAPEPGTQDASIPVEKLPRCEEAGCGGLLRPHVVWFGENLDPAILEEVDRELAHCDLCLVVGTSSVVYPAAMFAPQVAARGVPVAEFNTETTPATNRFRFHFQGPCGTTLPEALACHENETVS
CASP6 VEID inh: human caspase-6 inhibitors, primary screen, biochemical, VEID-R110 fluorescence, single point, set 2 | P55212 | purified caspase-6, Z-VEID-R110 cleavage fluorescence | inhibition, % at 12.5 µM | 0.53% of 350,000 active | AID 686996, 2013;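 active means mean inhibition across replicates at least about 35%, with every replicate also reaching that limit, limit read from the data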;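 further: 0% = median of neutral control wells and 100% = no fluorescence left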
Target sequence (P55212 24-179 limits assumed): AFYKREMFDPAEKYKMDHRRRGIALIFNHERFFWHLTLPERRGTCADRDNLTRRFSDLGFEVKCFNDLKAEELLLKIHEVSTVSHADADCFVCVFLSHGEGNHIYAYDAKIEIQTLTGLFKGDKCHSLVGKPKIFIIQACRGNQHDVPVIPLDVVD
Target sequence (P55212 194-293 limits assumed): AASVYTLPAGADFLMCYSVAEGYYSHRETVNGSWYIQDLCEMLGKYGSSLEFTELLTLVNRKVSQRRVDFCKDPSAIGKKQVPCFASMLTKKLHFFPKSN
FN deposit inh: inhibitors of fibronectin matrix deposition, primary screen, AH1F cells, Alexa488-fibronectin fluorescence, plate reader | inhibition, % at 12.6 µM | AH1F fibroblasts, overnight | 0.086% of 350,000 active;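 active means mean inhibition across replicates of 30% or more, regardless of how many single replicates reach that level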;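 further: positive control wells lacked labelled fibronectin entirely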
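Schedule: 1 h cell adhesion before compound, then overnight fibronectin incubation; test system: AH1F fibroblast monolayer depositing Alexa488-labelled fibronectin into matrix; quantity: 10000 AH1F cells per well; probe or stimulus: fluorescent fibronectin at 24 nM final; signal: fluorescence, ex 485 nm, em 525 nm; evaluation: percent inhibition as loss of matrix-bound fibronectin fluorescence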
esBAF inh: Bmi1 luciferase reporter increase in mESCs, primary screen, esBAF inhibitor project, mouse ES cells, Bmi1 luciferase knock-in, single point | 24 h; 100% = twice the neutral-well signal | reporter increase, % at 12.5 µM | 2% of 350,000 active | AID 602393, 2012; in the data active means activation above about 40%;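 further: 0% = median of the plate's neutral control wells and 100% = double that signal; a rise in the Bmi1 reporter signal indicates esBAF inhibition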
* marks the source's active call; other numbers are inactive results; . = no result given; & = joins results of further samples.

Sample of the layout (two entries):
SMILES | LGR2 inh | S100A4 inh HTS | C2C12 statin | SIRT5 block | CASP6 VEID inh | FN deposit inh | esBAF inh
COc1ccc(N2C(=O)CC(SCC(=O)O)C2=O)cc1 (stereo not given) | 4 | -16 | 6 | -6 | -3 | . | 0
O=C(NC1CCCC1)[C@H]1[C@H](CO)[C@H]2Cn3c(ccc(-c4ccncc4)c3=O)[C@H]2N1CCc1ccccc1 | 21 | 4 | -18 | 19* | 6 | . | -3

The list itself, previewed entries included:
SMILES | LGR2 inh | S100A4 inh HTS | C2C12 statin | SIRT5 block | CASP6 VEID inh | FN deposit inh | esBAF inh
COc1ccc(N2C(=O)CC(SCC(=O)O)C2=O)cc1 (stereo not given) | 4 | -16 | 6 | -6 | -3 | . | 0
O=C(NC1CCCC1)[C@H]1[C@H](CO)[C@H]2Cn3c(ccc(-c4ccncc4)c3=O)[C@H]2N1CCc1ccccc1 | 21 | 4 | -18 | 19* | 6 | . | -3
C[C@H](CO)N1C[C@H](C)[C@@H](CN(C)Cc2ccc(C(F)(F)F)cc2)OCCCC[C@H](C)Oc2ccc(NC(=O)Cc3ccccc3)cc2C1=O | 12 | . | 26 | . | . | . | -3
CC(=O)NC[C@@H]1[C@H](c2ccc(-c3ccccc3F)cc2)[C@@H](CO)N1C(=O)C1CC1 | -11 | 8 | 26 | 1 | 1 | -3 | 2
Cc1cc(C)nc(SCC(=O)N2CCc3ccccc32)n1 | -31 | 0 | -2 | -1 | 0 | . | 42*
OCCN(CCO)Cc1ccc(Br)cc1 | 2 | 3 | . | -1 | 0 | . | .
C[C@@H]1CN([C@H](C)CO)C(=O)c2cccc(NC(=O)c3cnccn3)c2O[C@H]1CN(C)S(=O)(=O)c1ccccc1 | 12 | . | -40 | . | . | . | 1
Cn1c(CN2CCOCC2)nnc1SCC(=O)Nc1nccs1 | . | . | 2 | . | . | 4 | -3
Cc1[nH]c2ccccc2c1/C=C(\C#N)C(=O)NC1CC1 | -16 | -2 | 0 | 0 | -1 | 7 | 24
COc1ccc(CCC(=O)NNC(=O)c2ccc(OC)cc2)cc1 | -8 | -2 | 2 | . | -2 | 3 | -1
COC(=O)c1cc(C)sc1NC(=O)C1CC(=O)NN1Cc1ccccc1 (stereo not given) | -26 | -1 | . | -1 | 2 | -4 | .
Nc1ccc(S(=O)(=O)NCC2CCCCO2)cc1 (stereo not given) | -5 | -2 | 5 | . | -1 | 9 | -9
CCC[C@H]1CN(c2ccc(OC)cc2)C(=O)[C@@H]1CC(=O)NC | 23 | -1 | 7 | 1 | -4 | 8 | 0
CC1CCN(CC(=O)Nc2cccc([N+](=O)[O-])c2)CC1 | . | -4 | . | 0 | -3 | . | .
O=C(CCc1c[nH]c2ccccc12)Nc1ccc(S(=O)(=O)Nc2ncccn2)cc1 | -4 | -6 | 8 | 4 | -3 | 3 | 0
NS(=O)(=O)c1ccc(NC(=O)C2Cc3ccccc3C(=O)O2)cc1 (stereo not given) | 9 | -12 | . | -3 | 1 | . | .
COc1ccc(-n2c(-c3ccc(Cl)cc3)c[n+]3c2CCCCC3)cc1 | -1 | -4 | . | -3 | -8 | 5 | .
O=C(Nc1ccccc1)ON=C1c2ccccc2-c2ccccc21 | -12 | -6 | . | -1 | 1 | . | .
O=C(C[C@H]1C=C[C@H](NS(=O)(=O)c2ccc(F)cc2)[C@@H](CO)O1)NCc1ccccc1F | -3 | 5 | . | -1 | 1 | . | .
C/C(=N\Nc1ccc([N+](=O)[O-])cc1)c1cccc(N)c1 | -46 | -3 | -46 | -5 | -3 | . | 85*
O=C(c1ccc(NS(=O)(=O)/C=C/c2ccccc2)cc1)N1CCCCC1 | 19 | -4 | -27 | -1 | 0 | -3 | -2
Cc1cccc(N2C(=O)CSC2c2cccnc2)c1 (stereo not given) | -22 | . | -10 | . | . | -1 | -10
COCCn1nnnc1C(c1ccccn1)N1CCN(c2cc(C)ccc2C)CC1 (stereo not given) | 0 | -2 | 4 | -4 | -11 | . | -4
Cc1occc1C(=O)NNC(=O)C(c1ccccc1)c1ccccc1 | 18 | . | -1 | . | . | 1 | -6
O=C(O)c1ccccc1NS(=O)(=O)c1cccc2nsnc12 | 7 | -9 | -1 | -1 | 6 | 0 | -4
CC1=CC(C)C2(COC(=O)Nc3ccccc3)COC(C)C1C2C (stereo not given) | -11 | -7 | -3 | 2 | 2 | . | -5
NCCc1nnc(SCC(=O)c2ccc(Cl)cc2)o1 | -3 | -4 | . | -4 | -6 | -6 | .
O=C(COC(=O)c1ccco1)Nc1ccc2c(c1)OCO2 | -2 | 2 | 1 | 0 | -1 | . | 20
CC12CCC(=O)N1C(C(=O)OCC(=O)Nc1cc(S(=O)(=O)N3CCCCC3)ccc1Cl)CS2 (stereo not given) | 3 | . | 3 | . | . | 5 | -3
Cn1c2ccc(F)cc2c2nnc(SCCN3CCOCC3)nc21 | -8 | 2 | -11 | 2 | 5 | -3 | 12
O=C(C[C@H]1C[C@H]2c3cc(NC(=O)Cc4ccncc4)ccc3O[C@H]2[C@H](CO)O1)NCc1ccccn1 | -13 | 96* | 6 | -4 | . | . | 3
COc1ccc(CNCC(O)COc2ccc(C(C)(C)c3ccccc3)cc2)cc1 (stereo not given) | 4 | -5 | . | 4 | 5 | -1 | .
O=C(/C=C/c1cccs1)N1CCC2(CC1)Oc1ccc(Cl)cc1C(=O)C21CC(c2ccccc2)=NO1 (stereo not given) | 11 | 6 | -14 | . | . | -4 | -2
COc1ccc(/C=N/Nc2nonc2N)c(OC)c1 | -31 | 2 | . | 8 | 1 | 2 | .
O=C(Nc1ccc(NC(=O)c2cc3ccccc3o2)cc1)c1ccc2c(c1)OCCO2 | 1 | 1 | . | 3 | -5 | 3 | .
Cc1nnc2sc(SCc3ccccc3Cl)nn2c1=O | 1 | -11 | . | -4 | -1 | 6 | .
O=C(NCC[C@@H]1CC[C@H](NC(=O)C2CCCC2)[C@H](CO)O1)c1ccc(F)cc1 | -6 | 6 | 7 | -1 | -1 | . | 3
O=C(C1CC1)N1CCCCN2[C@H](C1)[C@H](c1ccc(-c3cccc(F)c3)cc1)[C@@H]2CO | -6 | 16 | . | 7 | -1 | . | .
CCN(CC)S(=O)(=O)c1ccc(OC)c(NC(=O)c2ccc(N3CCCC3=O)cc2)c1 | -3 | -4 | 15 | 3 | 1 | 1 | 0
COc1ccc(C(=O)N2CCN(C(=O)Cc3ccccc3)CC2)cc1 | -8 | -2 | . | 0 | 1 | -8 | .
CC(C)(C)OC(=O)N/N=C/c1cn(-c2ccccc2)nc1-c1cccnc1 | -17 | -13 | . | 1 | 1 | -1 | .
C=CCN(CC(=O)NC1CCS(=O)(=O)C1)S(=O)(=O)c1ccccc1C(F)(F)F (stereo not given) | -8 | 2 | 3 | 9 | -1 | . | -7
O=C(C[C@@H]1CC[C@H]2[C@@H](COC[C@@H](O)CN2Cc2cccc(F)c2)O1)NCc1cccc(F)c1 | 6 | -3 | 29 | -2 | -1 | -8 | -2
CCC(=O)Nc1ccc2c(c1)OC[C@@H](C)N(C(=O)C1CC1)C[C@@H](C)[C@H](OC)CN(C)C2=O | -2 | -13 | 5 | -3 | -2 | -11 | -3
CCCN(C)C[C@H]1Oc2ncc(C#CCC(C)C)cc2C(=O)N([C@@H](C)CO)C[C@H]1C | 6 | -6 | 11 | -2 | -1 | 8 | -3
CCN(CC)C(=O)c1sc(NC(=O)C(C)C)c(C#N)c1C | . | 2 | 3 | -5 | -4 | -5 | -5
C[C@@H]1CN([C@@H](C)CO)C(=O)c2cc(N(C)C)ccc2O[C@@H](C)CCCCO[C@@H]1CN(C)C(=O)Cc1ccccc1 | -14 | -3 | -18 | 3 | -1 | . | 1
C[C@@H]1CCCCO[C@H](CN(C)C(=O)Nc2ccc3c(c2)OCO3)[C@@H](C)CN([C@H](C)CO)C(=O)c2cc(NS(=O)(=O)c3ccc(F)cc3)ccc2O1 | -20 | -4 | 4&10 | -8 | 2 | -12 | 1&-5
Cc1cc(C(=O)CS(=O)(=O)c2ccccc2)cc(C)c1O | -19 | -8 | 10 | -2 | -2 | -6 | 32
COc1cccc(-c2ccc([C@@H]3[C@H]4CNCC(=O)N4[C@H]3CO)cc2)c1 | -24 | 1 | . | 0 | 1 | 4 | .
COc1cc(NC(=O)c2cccs2)c(C(=O)OCC(=O)c2cc(C)n(-c3ccccc3)c2C)cc1OC | 60* | . | -5 | . | . | -1 | -1
N#Cc1ccc(S(=O)(=O)NC[C@H]2O[C@@H](n3ccc(N)nc3=O)[C@H](O)[C@@H]2O)cc1 | 6 | -5 | 0 | . | -3 | 3 | 1
Nn1c(SCC(=O)NCCC2=CCCCC2)nnc1-c1cccnc1 | 9 | -2 | 15 | -6 | 4 | -4 | .
C[C@@H]1CCCCO[C@H](CN(C)C(=O)CCC(F)(F)F)[C@H](C)CN([C@@H](C)CO)C(=O)c2cc(NC(=O)Nc3ccc4c(c3)OCO4)ccc2O1 | 29 | -3 | 55 | 7 | -1 | . | 12
CCOC(=O)C1(C)CCCCCN1C(=O)c1csnn1 (stereo not given) | 11 | -4 | 1 | . | -2 | 1 | -3
CCN(CC)S(=O)(=O)c1ccc(N2CCCC2)c(NC(=O)Cc2c(F)cccc2Cl)c1 | 2 | 2 | -5 | -2 | -8 | 5 | 2
Cc1cc(S(=O)(=O)N2CCCOC2CNC(=O)C(=O)NCCc2ccco2)ccc1F (stereo not given) | 2 | 5 | 11 | -3 | 3 | . | 13

13 compounds from above, arranged by number of heavy atoms, lowest first.
SMILES | LGR2 inh | S100A4 inh HTS | C2C12 statin | SIRT5 block | CASP6 VEID inh | FN deposit inh | esBAF inh
CCOC(=O)C1(C)CCCCCN1C(=O)c1csnn1 (stereo not given) | 11 | -4 | 1 | . | -2 | 1 | -3
Cc1cc(C(=O)CS(=O)(=O)c2ccccc2)cc(C)c1O | -19 | -8 | 10 | -2 | -2 | -6 | 32
Nn1c(SCC(=O)NCCC2=CCCCC2)nnc1-c1cccnc1 | 9 | -2 | 15 | -6 | 4 | -4 | .
CC(C)(C)OC(=O)N/N=C/c1cn(-c2ccccc2)nc1-c1cccnc1 | -17 | -13 | . | 1 | 1 | -1 | .
N#Cc1ccc(S(=O)(=O)NC[C@H]2O[C@@H](n3ccc(N)nc3=O)[C@H](O)[C@@H]2O)cc1 | 6 | -5 | 0 | . | -3 | 3 | 1
CCCN(C)C[C@H]1Oc2ncc(C#CCC(C)C)cc2C(=O)N([C@@H](C)CO)C[C@H]1C | 6 | -6 | 11 | -2 | -1 | 8 | -3
Cc1cc(S(=O)(=O)N2CCCOC2CNC(=O)C(=O)NCCc2ccco2)ccc1F (stereo not given) | 2 | 5 | 11 | -3 | 3 | . | 13
CCC(=O)Nc1ccc2c(c1)OC[C@@H](C)N(C(=O)C1CC1)C[C@@H](C)[C@H](OC)CN(C)C2=O | -2 | -13 | 5 | -3 | -2 | -11 | -3
O=C(C[C@@H]1CC[C@H]2[C@@H](COC[C@@H](O)CN2Cc2cccc(F)c2)O1)NCc1cccc(F)c1 | 6 | -3 | 29 | -2 | -1 | -8 | -2
COc1cc(NC(=O)c2cccs2)c(C(=O)OCC(=O)c2cc(C)n(-c3ccccc3)c2C)cc1OC | 60* | . | -5 | . | . | -1 | -1
C[C@@H]1CN([C@@H](C)CO)C(=O)c2cc(N(C)C)ccc2O[C@@H](C)CCCCO[C@@H]1CN(C)C(=O)Cc1ccccc1 | -14 | -3 | -18 | 3 | -1 | . | 1
C[C@@H]1CCCCO[C@H](CN(C)C(=O)CCC(F)(F)F)[C@H](C)CN([C@@H](C)CO)C(=O)c2cc(NC(=O)Nc3ccc4c(c3)OCO4)ccc2O1 | 29 | -3 | 55 | 7 | -1 | . | 12
C[C@@H]1CCCCO[C@H](CN(C)C(=O)Nc2ccc3c(c2)OCO3)[C@@H](C)CN([C@H](C)CO)C(=O)c2cc(NS(=O)(=O)c3ccc(F)cc3)ccc2O1 | -20 | -4 | 4&10 | -8 | 2 | -12 | 1&-5

A portion of the library; the hit share may differ from the screen's.
